From PubChem
E-selectin induc: E-selectin induction in HUVECs, primary screen, imaging, HUVEC, immunofluorescence imaging, single point. activation, % at 7.58 µM. normalized: neutral wells 0, TNF-alpha wells 100. actives 0.37% (n = 260,000). P16581;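 active = mean E-selectin-positive cell signal at least 10% of the positive control, reached in at least 60% of replicates, without over 20% cell loss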;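 also: in these data hits start at about 27%; measured in HUVEC primary endothelial cells; signal is the percent of cells scored E-selectin positive by PE staining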
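Read-out basis: % PE-positive cells; Test system: HUVEC primary endothelial cells; Technique: immunofluorescence imaging; Dosing: single-point compound dose.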
EWS-Fli inh: EWS/Fli-driven NR0B1 reporter inhibitors, primary screen, A673 cells, NR0B1 luciferase, luminescence, MLPCN library; viability-normalised; inhibition, % at 12.6 µM; actives 0.67% (n = 350,000); AID 651661, 2012;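 active = mean inhibition of at least 50% after viability correction, with every replicate also passing that limit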;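 also: firefly luciferase signal divided by Alamar Blue viability fluorescence both relative to DMSO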
RAD52 inh: RAD52 DNA annealing inhibitors, primary screen, biochemical, FRET, single point, set 2; recombinant RAD52 DNA annealing, FRET fluorescence; inhibition, % at 18.7 µM; actives 0.46% (n = 360,000);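 active = every replicate showing at least 50% inhibition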
esBAF inh: Bmi1 luciferase reporter increase in mESCs, primary screen, esBAF inhibitor project, mouse ES cells, Bmi1 luciferase knock-in, single point | 24 h; 100% = twice the neutral-well signal | reporter increase, % at 12.5 µM | actives 2% (n = 350,000); in the data active = activation above about 40%;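 also: 0% = median of the plate's neutral control wells and 100% = double that signal; a rise in the Bmi1 reporter signal indicates esBAF inhibition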
FN deposit inh: inhibitors of fibronectin matrix deposition, primary screen, AH1F cells, Alexa488-fibronectin fluorescence, plate reader; actives 0.086% (n = 350,000); inhibition, % at 12.6 µM; AH1F fibroblasts, overnight; AID 743247, 2014;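 active = mean inhibition across replicates of 30% or more, regardless of how many single replicates reach that level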;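 also: positive control wells lacked labelled fibronectin entirely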
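test system = AH1F fibroblasts assembling fluorescent fibronectin matrix | quantity = 10000 AH1F cells per well | buffer or medium = DMEM plus 2% serum, read in PBS | doses = single dose, pinned | incubation = 1 h cell attachment, overnight exposure to compound and label | detection = fluorescence at 485 nm excitation, 525 nm emission | read-out basis = inhibition from reduced deposited-fibronectin fluorescence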
S100A4 MyoIIA: inhibitors of S100A4-myosin IIA peptide binding, primary screen, biochemical, fluorescence polarization, TAMRA-MyoIIA peptide; inhibition, % at 10.7 µM; actives 0.14% (n = 360,000); AID 652163, 2013; Protein S100-A4 (Homo sapiens), P26447;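 active = mean inhibition of at least 70% across replicates, with every replicate also reaching that level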
Target sequence (P26447 whole entry, looked up): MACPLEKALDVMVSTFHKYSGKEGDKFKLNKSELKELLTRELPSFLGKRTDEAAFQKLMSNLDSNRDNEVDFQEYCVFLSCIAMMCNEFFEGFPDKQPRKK
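assay system = human S100A4 monomer with TAMRA-labelled myosin IIA peptide | also added = labelled myosin peptide probe, 5 nM | incubation = 5 min between mix addition and reading | control set = DMSO and TFP controls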
Xi reactivation: activators of inactive X chromosome reactivation, primary screen, imaging, XiGFP fibroblasts, GFP high-content imaging, set 2; activation, % at 7.58 µM; actives 0.055% (n = 360,000); AID 743238, 2013; XiGFP mouse fibroblasts, % GFP-positive cells imaging, 3 d; cells co-treated with 5-aza-dC sensitizer; scaled so ellipticine positive control = 100%;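 active = mean normalized replicate activation at least 10% and every replicate at or above 10%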;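 also: 0% = median of on-plate neutral control wells and 100% = ellipticine 6 µM median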
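Material: XiGFP fibroblasts, SV40-immortalized. Buffer or medium: DMEM plus 5-aza-dC sensitizer. Compound: single concentration per compound, delivered by pin transfer. Times: 3 days compound exposure. Controls: ellipticine 6 µM.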
RAD54 inh: inhibitors of human RAD54 branch migration, primary screen, biochemical, fluorescence, single point. DNA repair and recombination protein RAD54-like (Homo sapiens), Q92698. RAD54 Holliday junction branch migration, FAM/BHQ fluorescence. inhibition, % at 10.4 µM. actives 0.14% (n = 360,000). AID 602329, 2012;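 active = mean normalized replicate activity at least 40 and at least half of replicates scoring 40 or more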;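 also: 0% = median of neutral control wells and 100% = median of positive control wells; inhibitors cause a drop in the FAM fluorescence signal; in these data hits start at about 50%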
Target sequence (Q92698 whole entry, looked up): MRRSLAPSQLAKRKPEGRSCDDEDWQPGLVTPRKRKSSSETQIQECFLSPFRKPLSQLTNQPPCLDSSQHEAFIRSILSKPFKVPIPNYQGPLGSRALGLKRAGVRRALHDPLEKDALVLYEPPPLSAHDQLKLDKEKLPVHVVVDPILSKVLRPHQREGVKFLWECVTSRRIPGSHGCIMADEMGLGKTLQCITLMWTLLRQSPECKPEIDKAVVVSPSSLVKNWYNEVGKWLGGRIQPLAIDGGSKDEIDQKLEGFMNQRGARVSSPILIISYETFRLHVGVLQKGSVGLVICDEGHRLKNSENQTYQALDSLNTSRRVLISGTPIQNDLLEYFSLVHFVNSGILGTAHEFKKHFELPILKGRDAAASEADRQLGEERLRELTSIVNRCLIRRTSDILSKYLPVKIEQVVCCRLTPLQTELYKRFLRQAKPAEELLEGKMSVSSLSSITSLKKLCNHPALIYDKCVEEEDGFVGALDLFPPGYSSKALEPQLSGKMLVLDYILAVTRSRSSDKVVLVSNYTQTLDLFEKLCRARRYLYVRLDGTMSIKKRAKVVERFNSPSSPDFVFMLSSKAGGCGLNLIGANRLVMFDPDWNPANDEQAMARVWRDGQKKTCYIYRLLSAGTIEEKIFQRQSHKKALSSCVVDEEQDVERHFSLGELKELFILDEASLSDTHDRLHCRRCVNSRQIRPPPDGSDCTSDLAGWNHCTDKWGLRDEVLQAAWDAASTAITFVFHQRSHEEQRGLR
The depositor's hits bear a star; . = no result given. Rows were taken by chance; about 3% have a hit in one of these screens.

Compound	E-selectin induc	EWS-Fli inh	RAD52 inh	esBAF inh	FN deposit inh	S100A4 MyoIIA	Xi reactivation	RAD54 inh
CC1(C)C2CCC(CN=C(N)CSS(=O)(=O)O)C1C2 (stereo unspecified)	0.5	0	-2	-6	-18	-6	0.2	4
Cc1ccc(C(=O)OCc2nnc(-c3ccc(Br)cc3)o2)cc1	2.3	-4	-49	-4	-2	-4	0.0	-5
O=C(NNC(=O)c1cc2ccccc2cc1O)Nc1ccccc1F	0.7	.	-110	9	.	-7	0.0	-9
COc1cccc(-c2nc(C(N)=O)c3[nH]c(=O)n(-c4cccc(Cl)c4)c3n2)c1OC	4.1	-4	-9	-4	1	-4	0.1	5
O=C(CCNC(=O)c1ccccc1Cl)Nc1cccc(S(=O)(=O)N2CCCCC2)c1	0.8	3	-7	1	0	4	0.4	13
Cc1ccc(C)c(N2CCN(C(=O)C3CCCN(c4ncnc5c4nc4n5CCCCC4)C3)CC2)c1 (stereo unspecified)	0.3	.	3	12	2	5	0.4	-15
CCCCCc1c(CC)ncn1CCc1ccccc1OC	0.2	29	-6	.	16	-1	0.1	.
Cc1cccc(OCc2nnc(SCC(=O)Nc3ccc(N4CCOCC4)cc3)o2)c1	.	.	-9	-1	9	-2	0.0	-11
Cc1cc(C)c(NC(=O)Cn2cc3c(n2)CCCC3)c(C)c1	-0.2	0	1	10	1	0	0.0	1
Cc1noc(C)c1S(=O)(=O)N(C)C[C@H]1Oc2ccc(NC(=O)Nc3ccc(C(F)(F)F)cc3)cc2CC(=O)N([C@H](C)CO)C[C@H]1C	0.2	-4	.	-5	4	.	-1.0	-5
C[C@H]1CN([C@@H](C)CO)C(=O)c2cc(NC(=O)Nc3ccc(F)cc3)ccc2O[C@H]1CN(C)C(=O)Nc1ccc2c(c1)OCO2	-0.4	-4	5	3	.	1	-1.2	.
COc1cc(SC)ccc1C(=O)N1CCN(S(=O)(=O)/C=C/c2ccccc2)CC1	.	9	-15	-1	7	-5	0.9	11
CCS(=O)(=O)Nc1ccc(C2=NN(C(=O)c3ccccc3)C(c3cccs3)C2)cc1 (stereo unspecified)	.	.	-15	-1	-2	-1	0.0	-18
C[C@@H]1CN([C@@H](C)CO)C(=O)Cc2cc(NC(=O)CCN3CCOCC3)ccc2O[C@H]1CN(C)CC1CC1	0.0	-7	21	4	-4	3	-1.3	-3
CC1(C(=O)Nc2ccc3c(c2)OCO3)CCN1C(=O)CCC1CCCC1 (stereo unspecified)	-0.1	5	3	1	-2	1	-0.1	3
Cc1cc(OCC(=O)Nc2cccc(S(=O)(=O)NC3=NCCCCC3)c2)ccc1Cl	0.2	.	.	.	-7	.	0.0	-5
CC12CCC3c4ccc(OCC(=O)O)cc4CCC3C1CCC2=O (stereo unspecified)	0.0	-1	-7	3	-7	-6	0.3	1
C/C(CC(=O)NC(C)(C)C)=N\NC(=O)COc1ccc(C)cc1Br	-0.2	-4	-16	.	6	1	0.1	.
COc1cccc(CN2CC3(CCN(Cc4ccccn4)CC3)c3c([nH]c4cc(OC)ccc34)[C@@H]2CO)c1	-0.7	-5	-50	.	.	7	0.0	.
C[C@H]1CN([C@@H](C)CO)C(=O)c2cccc(NC(=O)Nc3ccc(C(F)(F)F)cc3)c2O[C@@H]1CN(C)Cc1ccncc1	-7.2	2	-10	2	.	-11	0.3	8
COc1ccccc1CNC(=O)C[C@@H]1CC[C@H]2[C@H](COc3ccc(NC(C)=O)cc3C(=O)N2C)O1	1.3	-5	.	-2	5	.	0.1	-1
COC(=O)N/N=C/c1c[nH]c2ccccc12	-2.3	18	-5	.	9	0	0.2	.
O=C(NCCN1CCOCC1)c1ccccc1N1C(=O)[C@@H]2Cc3c([nH]c4ccccc34)C(c3ccc(F)cc3)N2C1=O (stereo partly specified)	.	3	3	14	.	-4	.	3
COc1ccc(N2CC(NS(=O)(=O)c3ccc(F)cc3)CC2=O)cc1 (stereo unspecified)	-0.1	2	0	0	-1	2	0.0	.
O=C(Nc1ccccc1Cl)c1c(F)c(F)c(F)c(F)c1F	-0.3	.	.	-10	-3	.	.	2
O=C(/C=C/c1cccc(F)c1)Nc1cc(S(=O)(=O)N2CCOCC2)ccc1N1CCCC1	-0.1	-4	-3	4	10	-1	-0.1	7
CCn1c(Cc2ccccc2)nnc1SCc1ccc([N+](=O)[O-])cc1	.	19	-1	.	3	-4	-0.1	10
O=C(C[C@H]1C[C@H]2c3cc(NC(=O)C4CCOCC4)ccc3O[C@H]2[C@H](CO)O1)NC1CCCCC1	-0.2	2	-3	0	0	-20	0.1	-2
CCCCNC(=O)CC1Nc2ccccc2NC1=O (stereo unspecified)	3.2	-9	-28	13	2	1	0.0	1
O=C(NCC[C@H]1CC[C@H](NS(=O)(=O)Cc2ccccc2)[C@H](CO)O1)C1CCOCC1	0.2	-8	-1	-3	.	6	0.5	-5
O=C(Cc1ccccc1[N+](=O)[O-])N/N=C/c1cccnc1	-0.1	.	-4	-8	6	-2	-0.1	11
CO[C@H](CN(C)Cc1nccs1)[C@@H](C)CN([C@@H](C)CO)S(=O)(=O)c1ccc(C)cc1	-0.2	16	-3	-2	12	-6	0.0	-7
CO[C@@H]1CN(C)C(=O)c2cc(NC(C)=O)ccc2OC[C@@H](C)N(CC2CC2)C[C@@H]1C	-0.1	2	2	0	-5	-14	0.5	-2
COc1ccc(CN(C)C[C@H]2Oc3ccc(NC(=O)Nc4ccccc4)cc3C(=O)N([C@@H](C)CO)C[C@@H]2C)cc1	0.0	-4	13	-2	.	5	-0.1	5
CCN(CC)C(=O)CSc1nc(O)c(Cc2ccc(OC)cc2)c(=O)[nH]1	.	14	-5	5	4	3	0.0	-2
COCCNC(=O)C1(C)CCCN(C(=O)c2ccccc2)C1 (stereo unspecified)	-0.1	6	-1	-10	-2	2	0.0	-10
O=C(Cn1nc(Cc2cccnc2)c2ccccc2c1=O)Nc1cccnc1Cl	.	-6	-12	-7	1	2	0.2	-1
CCCc1nc(SCC(=O)NCC2CCCO2)c2c(=O)n(C)c(=O)n(C)c2n1 (stereo unspecified)	-1.3	-8	-10	3	3	46	0.1	4
CCS(=O)(=O)c1nc(S(=O)(=O)c2ccc(Cl)cc2)c(NCc2ccccn2)s1	2.3	8	-13	.	8	-21	0.3	.
CCOC(=O)c1ccc(Oc2ccc(C(F)(F)F)cn2)cc1	.	-1	-11	.	-3	-2	0.1	-1

Taken from above for reference:
Compound	E-selectin induc	EWS-Fli inh	RAD52 inh	esBAF inh	FN deposit inh	S100A4 MyoIIA	Xi reactivation	RAD54 inh
CCN(CC)C(=O)CSc1nc(O)c(Cc2ccc(OC)cc2)c(=O)[nH]1	.	14	-5	5	4	3	0.0	-2
COCCNC(=O)C1(C)CCCN(C(=O)c2ccccc2)C1 (stereo unspecified)	-0.1	6	-1	-10	-2	2	0.0	-10

(further entries)
Compound	E-selectin induc	EWS-Fli inh	RAD52 inh	esBAF inh	FN deposit inh	S100A4 MyoIIA	Xi reactivation	RAD54 inh
S=C(NNC(=S)Nc1ccc(Cl)cc1)NNc1ccccc1	0.0	-37	-6	.	2	2	-0.1	6
O=C(O)CC/C(=N\NC(=O)c1ccncc1)c1ccccc1	2.1	7	-24	-7	0	-2	0.0	-4
COc1ccccc1/C=C/C(=O)NCC(=O)N/N=C/c1cccnc1	.	-15	-10	.	.	-10	0.2	.
COc1ccc(NC(=O)Nc2ccc3c(c2)CC(=O)N([C@H](C)CO)C[C@@H](C)[C@H](CN(C)C(=O)Nc2ccc(C(F)(F)F)cc2)O3)cc1	.	-6	.	1	.	.	-0.1	4
CC(=O)c1cccc(CN2CCN(Cc3ccccc3)C(CCO)C2)c1 (stereo unspecified)	.	3	-7	.	-6	-4	0.2	.
COc1ccc(CN2C(=O)c3cccc4cccc2c34)cc1F	.	1	-17	-6	13	-4	0.5	1
CC(NC(N)=O)C(=O)OCC(=O)c1ccc(-c2ccccc2)cc1 (stereo unspecified)	-1.3	8	-4	.	-4	-1	-0.3	.
O=C(O)c1cccc(S(=O)(=O)Nc2ccc(N3CCCCC3)cc2)c1	0.4	-15	-24	-2	-13	-26	0.0	-10
CC(C)C(NC(=O)c1ccc(C(C)(C)C)cc1)C(=O)NCCc1ccccn1 (stereo unspecified)	-0.8	2	-12	2	.	-3	0.0	-6
CC(=O)Nc1ccc(NC(=O)CSc2nnnn2-c2ccc(F)cc2)cc1	.	-1	-7	-5	13	-3	0.0	3
C[C@@H]1CCCCO[C@@H](CN(C)CC2CC2)[C@H](C)CN([C@H](C)CO)C(=O)c2cc(NC(=O)Nc3ccccc3)ccc2O1	-0.2	.	40	4	.	-8	0.0	16
CCOC(=O)c1ccc(S(=O)(=O)NCCNCc2ccccc2)cc1	.	-2	-2	-4	-4	-9	0.1	.
C=CCCCCCCCCC(=O)Nc1c[nH]c(=O)[nH]c1=O	.	.	6	-2	.	-2	.	-13
O=C(NCCNC(=O)Oc1cccc2ccccc12)Oc1cccc2ccccc12	0.6	-6	-32	14	-7	-1	0.2	7
CCN(CC)CC(=O)Nc1ccc([N+](=O)[O-])cc1	.	9	-15	2	-2	9	0.0	-3
C[C@H]1CN([C@@H](C)CO)C(=O)Cc2cc(NC(=O)Cc3cn(C)c4ccccc34)ccc2O[C@@H]1CN(C)S(=O)(=O)c1cccs1	-0.2	-4	-1	6	-2	0	0.1	-4
CCCC(C)c1nc(C(N)=O)c2[nH]c(=O)n(-c3ccc(OC)c(OC)c3)c2n1 (stereo unspecified)	.	7	-11	-3	-3	-2	0.2	0
O=c1cc(O)c2sc(Nc3ccc(F)cc3)nc2[nH]1	-0.7	10	-28	.	-4	-3	0.0	.
Cc1ccc(S(=O)(=O)Nc2ccc3c(c2)nc(CCN2CCCC2)n3C)cc1	.	1	-21	4	-2	-9	0.0	-4
CC(C)NC(=O)N[C@@H]1CC[C@@H](CCNS(=O)(=O)c2ccc(F)cc2)O[C@@H]1CO	-0.3	-2	6	-1	.	-1	0.5	9
C/C=C/c1ccc2c(c1)O[C@H](CN(C)CC1CCOCC1)[C@H](C)CN([C@@H](C)CO)S2(=O)=O	0.6	-2	14	-2	.	2	1.0	-1

Structural class, the entries above containing a nitro group on carbon
Compound	E-selectin induc	EWS-Fli inh	RAD52 inh	esBAF inh	FN deposit inh	S100A4 MyoIIA	Xi reactivation	RAD54 inh
CCn1c(Cc2ccccc2)nnc1SCc1ccc([N+](=O)[O-])cc1	.	19	-1	.	3	-4	-0.1	10
O=C(Cc1ccccc1[N+](=O)[O-])N/N=C/c1cccnc1	-0.1	.	-4	-8	6	-2	-0.1	11
CCN(CC)CC(=O)Nc1ccc([N+](=O)[O-])cc1	.	9	-15	2	-2	9	0.0	-3
